HCMV antiviral = human cytomegalovirus inhibition | HFF cells, HCMV-luciferase reporter, 72 h; stronger effect = lower value | activity change, negative = inhibition, % at 57.5 µM | hit rate 4.5% among 410,000 | AID 1259415; in the data active = activity change below about -60%; inconclusive = no clear call, values can overlap the other calls; inactive = above about -39%
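Inhibition of viral replication was scored as loss of reporter luminescence in HFFs infected with HCMV-luciferase (MOI 1 PFU/cell) for 72 h; compounds tested at 2 doses, normalized to buffer and Salinomycin controls.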
AmpC inh detg = AmpC beta-lactamase inhibition with detergent present; P00811; AmpC hydrolysis of nitrocefin, absorbance 480 nm, 0.01% Triton; Potency, µM (highest dose often 114 µM), for the others: at the top dose activity change, negative = inhibition, actives largely listed as inhibitors; hit rate 0.041% among 370,000; AID 485294; active = well fitted inhibition curve with a large enough effect; inconclusive = small, poorly fitted or top-dose-only effect;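 also: potency is read from the fitted curve at half-maximal effect; 0% = no-compound wells and -100% = no-enzyme wells; nearly all actives have a fitted effect of over 25% in size; some results filed as inactive show a strong effect at the top dose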
Target sequence (P00811 whole entry, looked up): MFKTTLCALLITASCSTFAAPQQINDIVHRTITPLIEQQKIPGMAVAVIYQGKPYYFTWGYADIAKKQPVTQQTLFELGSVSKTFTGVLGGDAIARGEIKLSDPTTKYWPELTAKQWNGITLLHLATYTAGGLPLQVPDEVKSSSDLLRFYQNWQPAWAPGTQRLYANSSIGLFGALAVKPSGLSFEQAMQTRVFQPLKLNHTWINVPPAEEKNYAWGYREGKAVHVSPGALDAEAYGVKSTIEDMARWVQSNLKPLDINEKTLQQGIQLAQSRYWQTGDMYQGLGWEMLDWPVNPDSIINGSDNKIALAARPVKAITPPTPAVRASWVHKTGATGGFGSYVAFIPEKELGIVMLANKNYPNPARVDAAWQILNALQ
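20 mM phosphate pH 7.0 + 0.01% (detergent screen) or 0.0001% Triton X-100; 5.3 nM AmpC reagent; cpd preinc 15 min RT; nitrocefin (800 uM stock) to start; A480 q20 s × 4 min; Activity was normalised to no-enzyme and no-compound control wells.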
The depositor's hits bear a star; ? = inconclusive. Unless noted, % is scaled to controls: 0 for no effect and ±100 for the full control effect. A portion of the library (hit frequency here may not be typical).

Structure	HCMV antiviral	AmpC inh detg
O=C(Cn1cc(S(=O)(=O)Cc2cccc(Cl)c2)c2ccccc21)NCCc1ccccc1	0	4%
COc1ccc(Oc2nc3c(C)cccn3c(=O)c2/C=C(\C#N)c2nc3ccccc3[nH]2)cc1	15	26%
COc1ccc(C2=C(C)C(N3CCC(C(=O)Nc4ccc(F)cc4C)CC3)=NS2(=O)=O)cc1	18	16%
COc1ccc(NC(=O)c2oc3ccccc3c2NC(=O)C23CC4CC(CC(C4)C2)C3)c(OC)c1	4	5%
COc1ccc(NC(=O)c2csnn2)cc1Cl	2	19%
CCOc1ccc(NC(=O)c2sc3nc4c(cc3c2N)CN(Cc2ccccc2)CC4)cc1	-14	0%
Cc1nc(C)c(CCNS(=O)(=O)c2ccc(C)c(C)c2)s1	-12	4%
Cn1ncc(C(=O)N2CCN(c3ccccc3F)CC2)c1C1CCN(C(=O)OC(C)(C)C)CC1	?	-5%
CCOC(=O)c1ccc2c(c1)N(Cc1ccc(F)cc1Cl)C(=O)c1ccccc1S2	?	11%
O=c1c(S(=O)(=O)c2ccccc2)cn(Cc2cccc(F)c2)c2cc(N3CCCC3)c(F)cc12	-1	2%
Cc1ccc(CN2CCN(C3CCN(C(=O)Nc4ccccc4C(F)(F)F)CC3)C(=O)C2=O)cc1	18	3%
Cc1cc(NS(=O)(=O)c2ccc(NC(=O)COc3cc(C)c(Br)cc3C(C)C)cc2)no1	-5	1%
CCc1cccc(-n2nnc(-c3nc(-c4ccc5c(c4)OCO5)no3)c2C)c1	-33	5%
O=C(Nc1nc2c(F)cccc2s1)c1ccc(S(=O)(=O)N2CCOCC2)cc1	30	-3%
COc1ccc(-n2cc(-c3ccccc3)c3c(Nc4ccc(OC)c(OC)c4)ncnc32)cc1	?	1%
COc1ccc(Nc2cc(C(=O)NCc3ccccc3)c3ccccc3n2)c(OC)c1	25	1%
CCOc1ccc(OCC)c(NC(=O)C2CCN(S(=O)(=O)c3c(C)noc3/C=C/c3ccccc3F)CC2)c1	8	?
Cc1cccc(-n2c(C)cc(C(=O)C(=O)Nc3ccccc3F)c2C)c1C	-67*	25%
O=C(CC(=O)Nc1ccccc1F)Nc1ccc2nc3n(c(=O)c2c1)CCCCC3	-11	13%
Cc1ccc(CSc2c(C)cnc3c2c(=O)n(C)c(=O)n3C)cc1	-8	4%
COc1ccc(CNC(=O)c2ccc3c(c2)N(Cc2ccccc2)C(=O)c2ccccc2S3(=O)=O)cc1	-12	15%
COc1cc(NC(=O)CN(c2ccc(C)cc2)S(=O)(=O)c2cccc3nonc23)cc(OC)c1	-11	3%
O=S(=O)(c1ccc(-c2csc(=Nc3ccc(F)cc3)n2CCCCCCO)cc1)N1CCCC1	-101*	-2%
CCOC(=O)c1[nH]c(C)c(CCC(=O)Nc2cc(Cl)ccc2C)c1C	-14	-5%
COc1cccc(NC(=O)Cn2c(=O)n(CCC(=O)NCc3ccccc3OC)c(=O)c3ccccc32)c1	-10	18%
CC(=O)c1ccc(NC(=O)CCc2c(C)nn(-c3ccc4nnc(C)n4n3)c2C)cc1	-3	1%
Cc1nc2sccn2c(=O)c1S(=O)(=O)Nc1cc(Cl)ccc1O	15	12%
Cc1ccc2nc(N3CCC(C(=O)N4CCN(c5cccc(Cl)c5)CC4)CC3)[nH]c2c1	0	0%
Cc1c(Cl)cccc1NC(=O)C1CCCN(c2nnc(-n3c(C)ccc3C)s2)C1 (stereo not given)	22	23%
Cc1ccc(CCNC(=O)c2cnc3c(C)cccn3c2=O)cc1	28	9%
CCOC(=O)N1CCC(NC(=O)c2cnn(-c3ccc(F)cc3)c2-n2cccc2)CC1	-4	7%
CN(C)S(=O)(=O)Nc1ccc(-c2cn3ccsc3n2)cc1	-36	2%
O=C1c2oc3ccccc3c(=O)c2C(c2cccc(O)c2)N1Cc1ccc(F)cc1 (stereo not given)	4	28%
COc1ccc(NC(=O)CSc2nc(-c3ccco3)cc(C(F)(F)F)n2)cc1Cl	-69*	4%
Cc1cc2oc(C(=O)N(Cc3ccc(Cl)cc3)Cc3ccco3)c(C)c2cc1Cl	-15	-6%
O=C(Nc1ccc(SC(F)F)cc1)c1cc(-c2ccc3c(c2)OCCO3)on1	-66*	13%
COc1ccc(-c2noc(CSc3nnc(C)n3-c3ccc(C)cc3)n2)cc1OC	-27	-2%
Cc1nn(-c2ccccc2)c2nc(C3CC3)cc(C(=O)NCc3ccccc3Cl)c12	?	-14%
CCOC(=O)c1c(C)[nH]c(C)c1S(=O)(=O)N(C)CC(=O)NCc1ccc(Cl)cc1	-3	10%
Cc1ccc(NC(=O)Cn2c(=O)n(Cc3nc(C)no3)c(=O)c3cc4c(cc32)OCO4)c(C)c1	-6	21%
COc1cc(/C=C/c2nc(C#N)c(N3CCCCC3)o2)cc(OC)c1OC	-37	17%
COc1ccc(NC(=O)C2CCCN(c3ncnc4onc(C)c34)C2)cc1OC (stereo not given)	-14	14%
CSc1cccc(NC(=O)c2ccc3c(c2)c(C)c(C)n3Cc2ccc(F)cc2)c1	?	-9%
CCOC(=O)c1cccc(NC(=O)Cn2cnc3nc4c(cc3c2=O)CCCC4)c1	4	16%
Cc1ccc2nc(N(Cc3cccnc3)C(=O)CCOc3ccccc3)sc2c1	-3	-2%
Cc1ccc(Nc2c(-c3ccncc3)nc3ccc(C)cn23)cc1	11	8%
CCc1ccc(-n2nc(C)c3c(C)cc(=O)n(CC(=O)Nc4ccc(C)c(F)c4)c32)cc1	26	22%
O=C(C1CCC(CNS(=O)(=O)c2ccc(Br)s2)CC1)N1CCN(c2ccc(F)cc2)CC1 (stereo not given)	-14	-6%
COc1ccc(CNC(=O)c2cc3cccc4c3n2CC(C)S4)c(OC)c1 (stereo not given)	0	-1%
CCCCN(CC)CCNC(=O)Cn1c(=O)c2cccn2c2cccnc21	?	-6%
CCc1ccc(Nc2nc3c(S(=O)(=O)c4ccc(C)cc4)nnn3c3ccsc23)cc1	-20	2%
CCOc1ccccc1NC(=O)CC1C(=O)NCCN1C(=O)c1ccc(F)cc1 (stereo not given)	9	1%
NC(=O)CSc1nc2ccc(NC(=O)COc3ccccc3)cc2s1	26	-6%
Cc1ccccc1OCC(=O)NCC(c1ccc(Cl)cc1)N1CCOCC1 (stereo not given)	-38	2%
O=C(c1ccc2c(c1)N(Cc1cccc(Cl)c1)C(=O)c1ccccc1S2(=O)=O)N1CCN(c2cccc(C(F)(F)F)c2)CC1	-12	5%
Cc1cc(SCC(=O)Nc2ccc(Cl)cc2)nc2ccccc12	-34	8%
O=C(Nc1cccc(Cl)c1)C1CCCN(c2nn3cc(-c4ccc(F)cc4)nc3s2)C1 (stereo not given)	0	20%
COc1ccc(Cn2c(=O)c3oc4ccccc4c3n(Cc3ccccc3)c2=O)cc1	-28	21%
Cc1ccc(Cl)cc1NC(=O)CN(C)S(=O)(=O)c1ccc2c(c1)n(C)c(=O)c(=O)n2C	-2	-7%
COc1ccc(C(=O)Nc2nnc(S(=O)(=O)N(CC(C)C)c3ccccc3)s2)cc1	-16	5%

The listing continues:
Structure	HCMV antiviral	AmpC inh detg
COCCNC(=O)c1[nH]c2cc(C)ccc2c1Sc1ccc(Cl)cc1	-2	-1%
CCOC(=O)c1ccc(N2C(=O)c3n[nH]c(C)c3C2c2cccc(Br)c2)cc1 (stereo not given)	-32	-2%
Cc1ccc(N2CC(c3nnc(NC(=O)c4ccco4)s3)CC2=O)cc1Cl (stereo not given)	12	24%
CCOc1ccc2oc(=O)cc(CN3CCN(c4ccccc4)CC3)c2c1	-28	5%
Cc1ccc(Cl)cc1NC(=O)c1oc2ccc(S(=O)(=O)N(C)C3CCCCC3)cc2c1C	-10	-5%
CCOC(=O)c1cccc(NC(=O)CCn2nc(C)c3c(C)n(-c4ccccc4)nc3c2=O)c1	-8	19%
Cc1ccc2c(CNCC(C)c3ccccc3)c(C(=O)O)n(Cc3ccccc3C)c2c1 (stereo not given)	6	3%
COc1ccc(Cn2ccc3nc(C)c(C(=O)NCc4ccc(F)cc4)cc3c2=O)cc1	-77*	6%
COC(=O)c1ccccc1NC(=O)c1noc2c1CSc1ccccc1-2	-14	1%
CCOC(=O)c1[nH]c(C)c(C(=O)NCc2ccccc2Cl)c1C	-18	11%
CCOc1ccc(NC(=O)c2nn(C)c3c2CS(=O)(=O)c2ccccc2-3)cc1	-9	17%
COc1ccc(-c2c(C)c3ccc(O)c(CN4CCCC(C)C4)c3oc2=O)cc1OC (stereo not given)	-5	-8%
Cc1ccc(N2C(=O)CC(c3ccccc3F)C3=C2COC3=O)cc1Cl (stereo not given)	-8	-1%
CC(=O)Nc1ccc(S(=O)(=O)NC2(C(F)(F)F)NC(=O)N(CCc3ccc(F)cc3)C2=O)cc1 (stereo not given)	21	2%
CN1CCc2nc3sc(C(=O)Nc4cccc(C#N)c4)c(N)c3cc2C1	17	1%
COCCNC(=O)CSc1nnc(NC(=O)Nc2ccc(C)cc2)s1	19	-2%
CC(C)(C)c1ccc(C(=O)NNc2ncnc3c2cnn3-c2ccc(Cl)cc2)cc1	-36	3%
CC1CCN(S(=O)(=O)c2ccc3[nH]ccc3c2)CC1	-94*	-6%
Cc1ccccc1OCC(=O)Nc1nnc(SCc2cc(=O)n3cc(Cl)ccc3n2)s1	-30	0%
COc1ccc(-n2ccnc(NCCc3ccc(S(N)(=O)=O)cc3)c2=O)cc1Cl	-15	-6%
CCOc1ccc(/C=C/c2nc(C#N)c(Nc3ccc(OC)cc3)o2)cc1	?	17%
COc1ccc(NC(=O)Cn2c(=O)n(Cc3ccco3)c(=O)c3sc4ccccc4c32)cc1Cl	-20	-6%
CCC(=O)N1CCc2cc(Br)cc(S(=O)(=O)CCC(=O)N3CCN(c4ccc(F)cc4)CC3)c21	26	16%
Cc1ccc(Cn2cnc3nc4c(cc3c2=O)CCCC4)cc1	27	2%

Record cards, as listed above.
Results for `Cc1ccc(Cn2cnc3nc4c(cc3c2=O)CCCC4)cc1` : HCMV antiviral: 27; AmpC inh detg: 2%
Results for `COc1ccc(-n2ccnc(NCCc3ccc(S(N)(=O)=O)cc3)c2=O)cc1Cl` : HCMV antiviral: -15; AmpC inh detg: -6%
Results for `COCCNC(=O)CSc1nnc(NC(=O)Nc2ccc(C)cc2)s1` : HCMV antiviral: 19; AmpC inh detg: -2%

The list continues:
Structure	HCMV antiviral	AmpC inh detg
COc1cn(CC(=O)Nc2ccc(C)cc2)c(CN2CCCCC2)cc1=O	-29	8%
COc1ccc(CNC(=O)c2cc3c(=O)n(C)c4ccccc4c3n2C)cc1	2	-7%
COc1ccc2cc(CNc3ccc(C)cc3)c(=O)n(CC(=O)Nc3ccc(OC)c(Cl)c3)c2c1	9	3%
CCN(CC)CCNC(=O)c1c(C)oc2ncn(C)c(=O)c12	19	11%
COCCCN1C(=O)c2[nH]nc(-c3cc(C)ccc3O)c2C1c1ccc(F)cc1 (stereo not given)	54	13%
CCOc1ccc(Nc2sc(C(=O)c3ccc(F)cc3)c(N)c2S(=O)(=O)c2ccc(C)cc2)cc1	-3	2%
CCCCOC(=O)c1ccc(NC(=O)CSc2nc3c(c(=O)[nH]2)CCC3)cc1	-9	24%
CC(C)c1nn2c(=O)cc(COC(=O)c3cccc(NC(=O)c4ccccc4F)c3)nc2s1	44	-8%
COc1ccc(OC)c(CCNC(=O)c2c(C)oc3ncn(CC(C)C)c(=O)c23)c1	1	22%
CCOc1ccc(-n2c(=O)c3c(C)c(C)sc3n(CC(=O)C(C)(C)C)c2=O)cc1	3	16%
CCOC(=O)c1cccc(NC(=O)c2cc(CN3CCOCC3)on2)c1	14	5%
CCOC(=O)c1c(N)n(-c2cccc(OC)c2)c2nc3ccccc3nc12	2	-8%
Cc1ccc(C)c(N2CCN(C(=O)CCn3c(=O)c4cccn4c4cccnc43)CC2)c1	-11	-3%
CCOc1ccc(-c2cc3c(=O)n(CC(=O)NCc4ccc(OC)cc4)ccn3n2)cc1	78	9%
Cc1ccc(C)c(NC(=O)C2CCN(c3nn4c(=O)cc(C)nc4s3)CC2)c1	1	10%
Cc1oc(-c2ccccc2F)nc1CSCC(=O)NCc1ccccc1	-15	11%
COc1ccc(NC(=O)CN2C(=O)C3(SCC(=O)N3c3ccccc3)c3ccccc32)cc1Cl (stereo not given)	-14	-1%
Cc1oc(-c2ccc(C(=O)NCc3cccc(F)c3)cc2)nc1COc1ccccc1	-15	10%
COc1ccc(S(=O)(=O)N2CCC(c3nnnn3-c3ccccc3)CC2)cc1OC	-39	5%
Cc1ccc(-c2nc(CS(=O)(=O)CC(=O)N3CCN(c4cccc(C)c4C)CC3)c(C)o2)cc1	8	-9%
